NPSR antag: antagonists of human neuropeptide S receptor cAMP signaling. Q6W5P4. CHO-NPSR cells, cAMP TR-FRET, antagonist mode. Potency, µM (highest dose often 38.3 µM), inactives show top-dose activity change, negative = inhibition, hits mostly inhibitors. hit rate 1% among 220,000; further: potency means the concentration at half of the fitted maximal effect; on the % scale 0 is the no-effect control and ±100 the full control effect; nearly all actives have a fitted effect of over 50% in size; many of its hits are not listed in these tables
IMPase Li cell: membrane-permeable IMPase blocker, potentiated with lithium | Potency, µM (highest dose often 59.4 µM), inactives show at the top dose activity, negative = IMPase inhibition, usual class: inhibitors | hit rate 0.35% among 210,000 | AID 1457 | CHO-M1 cells, IP1 TR-FRET (IP-One), carbachol + lithium;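 further: IP1 builds up when IMPase is blocked and the TR-FRET signal falls; potency means the concentration at half of the fitted maximal effect; plate controls were basal vehicle for no effect and high inhibitor control for full effect; nearly all actives have a fitted effect of over 50% in size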
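IP1 accumulation measured by competitive TR-FRET in lysed CHO-M1 cells after 30 min compound exposure at 37C, with a small lithium addition to potentiate weak responses. Hill-equation AC50 from ratio and donor-channel data.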
KinaseGlo FLuc: Kinase-Glo luciferase inhibition (counter-screen) | Q27757 | Potency, µM (series often up to 38.3 µM), without a hit: at the top dose activity change, negative = inhibition, most hits filed as inhibitors | hit rate 0.28% among 200,000 | Kinase-Glo luciferase, ATP luminescence, 8 min; further: potency means the concentration at half of the fitted maximal effect; on the % scale 0 is the no-effect control and ±100 the full control effect; nearly all actives have a fitted effect of over 60% in size
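Compounds were added to a substrate mix at pH 7.2 (50 mM imidazole, 10 uM ATP, within the enzyme's linear range), followed by Kinase-Glo detection reagent; luminescence was measured after 8 minutes at ambient temperature.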
Epigenetic derep: epigenetic control regulation, reporter derepression; murine LDR cells, GFP reporter derepression, 30 h; Potency, µM (titrated, usually from 53.9 µM), inactives show at the top dose GFP activation, actives largely listed as activators; hit rate 0.2% among 280,000; further: potency means the concentration at half of the fitted maximal effect; % of control where 0% means no effect; nearly all actives have a fitted effect of over 60% in size
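In this reporter-derepression format, murine cells bearing a silenced integrated CMV-GFP locus incubate with test compound (30 h, 37 C), then are washed and imaged; fluorescent objects of 20–120 um count as induced cells.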
GLA spleen mod: alpha-galactosidase A (human) modulation; AID 2107; P06280; human spleen homogenate, 4MU-alpha-Gal fluorescence, 40 min; hit rate 0.008% among 240,000; Potency, µM (top dose mostly 80 µM), for inactives: top-dose activity change, negative = inhibition, usual class: inhibitors;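 further: potency means the concentration at half of the fitted maximal effect; 0% = enzyme with vehicle and -100% = no enzyme basal signal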
Target sequence (P06280 32-429 limits assumed): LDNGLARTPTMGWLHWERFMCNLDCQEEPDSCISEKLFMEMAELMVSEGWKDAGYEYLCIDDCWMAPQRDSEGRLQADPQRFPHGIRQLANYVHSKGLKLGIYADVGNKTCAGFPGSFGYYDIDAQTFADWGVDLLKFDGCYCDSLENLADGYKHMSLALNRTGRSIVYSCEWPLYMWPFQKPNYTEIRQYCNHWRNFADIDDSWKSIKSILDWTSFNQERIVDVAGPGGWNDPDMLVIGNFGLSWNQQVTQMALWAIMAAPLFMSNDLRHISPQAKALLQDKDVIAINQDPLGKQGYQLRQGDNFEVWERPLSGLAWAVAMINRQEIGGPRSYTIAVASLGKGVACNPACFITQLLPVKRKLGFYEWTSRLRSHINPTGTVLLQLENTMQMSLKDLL
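Spleen homogenate 1 ug + cpd (titration) + 4-MU-alpha-D-galactopyranoside 1 mM; 37C 40 min; 50 mM citrate/phosphate pH 5.0, 0.01% Tween-20; stop pH 10; fluorescence 365/440; AC50 via Hill.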
CBFb RUNX1 block: CBF-beta/RUNX1 interaction disruption; Q01196+Q13951; AlphaScreen CBFb-His/RUNX1-biotin binding, biochemical; Potency, µM (doses to about 59.8 µM), without a hit: at the highest dose activity, negative = inhibition, hits mostly inhibitors; 230,000 tested, under 10 active; AID 1477; further: % of control where 0% means no effect
Target sequence (Q01196 whole entry, looked up): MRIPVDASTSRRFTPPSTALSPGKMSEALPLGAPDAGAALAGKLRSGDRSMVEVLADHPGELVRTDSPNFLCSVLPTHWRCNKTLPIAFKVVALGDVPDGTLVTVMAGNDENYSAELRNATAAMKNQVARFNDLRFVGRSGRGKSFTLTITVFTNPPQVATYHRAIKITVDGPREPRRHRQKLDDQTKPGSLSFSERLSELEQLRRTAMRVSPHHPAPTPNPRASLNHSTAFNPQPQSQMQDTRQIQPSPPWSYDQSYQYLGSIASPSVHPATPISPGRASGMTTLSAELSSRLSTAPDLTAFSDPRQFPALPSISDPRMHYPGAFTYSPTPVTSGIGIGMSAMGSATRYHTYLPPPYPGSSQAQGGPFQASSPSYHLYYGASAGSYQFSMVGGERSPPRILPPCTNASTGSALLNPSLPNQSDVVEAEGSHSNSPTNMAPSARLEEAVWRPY
Target sequence (Q13951 whole entry, looked up): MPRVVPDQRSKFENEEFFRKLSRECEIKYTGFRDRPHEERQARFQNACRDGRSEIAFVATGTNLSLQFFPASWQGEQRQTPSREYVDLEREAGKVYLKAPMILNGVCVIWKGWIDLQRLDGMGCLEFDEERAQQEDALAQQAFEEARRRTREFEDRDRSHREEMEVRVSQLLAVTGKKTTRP
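Compounds were screened at multiple concentrations against a preformed CBF-beta(His)/RUNX1(biotin) complex (30 nM of each) for 15 min at room temperature, followed by 90 min with nickel and streptavidin beads and AlphaScreen reading.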
LMNA splice mod: changes lamin A minigene splicing in HeLa cells; HeLa LMNA splicing GFP/RFP minigene ratio, 48 h; AID 1487; hit rate 0.01% among 200,000; Potency, µM (highest dose often 46.1 µM), inactives show at the top dose ratio change, negative = inhibition, most hits filed as inhibitors; active means well fitted inhibition curve with a large enough effect in the signal ratio, with a control signal flat, not every such curve was filed as active; inconclusive means small, poorly fitted or top-dose-only effect, or effect the other way, or a change in a side signal; the % refers to the signal ratio; further: potency means the concentration at half of the fitted maximal effect; on the % scale 0 is the no-effect control and ±100 the full control effect
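Read-out is the ratio of GFP to DsRed2 object intensity, acquired by 488 nm laser-scanning cytometry on HeLa lamin A-EGFP minigene reporter cells. Compound incubation 48 hrs at 37 °C in Opti-MEM with 2% FBS; DMSO 0.5% final.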
Numbers without * were called inactive; [ ] = dose if it differs, or a comment. Unless noted, the call rests on the fitted dose curve; in most records, active means well fitted curve in the direction sought with a large enough effect; inconclusive means small, poorly fitted or top-dose-only effect, or another doubt; inactive means no such curve, though single readings can be large; an effect the other way counts as inactive or inconclusive. An excerpt; rates above refer to the full screens.

Results for CCOc1ccccc1OCCCC(=O)OCC(=O)Nc1cccc(Cl)c1 ?
NPSR antag: 17%; IMPase Li cell: 7%; KinaseGlo FLuc: 2%; Epigenetic derep: -1.1%; GLA spleen mod: -14%; CBFb RUNX1 block: 7%; LMNA splice mod: -10%

What do the screens show for `Cc1ccc(S(=O)(=O)NC(=O)Nc2cc(C)on2)cc1`?
NPSR antag: 12%; IMPase Li cell: 5%; KinaseGlo FLuc: -2%; Epigenetic derep: 0.0%; GLA spleen mod: -2%; CBFb RUNX1 block: 0%; LMNA splice mod: inconclusive

How did CN(C)c1ccc(C(=O)OCC(=O)Nc2ccc(N3CCOCC3)cc2)cc1 do in these assays?
NPSR antag: 43%; Epigenetic derep: 3.2%; GLA spleen mod: -5%; CBFb RUNX1 block: 7%

How did COc1cc(OC)c2c(-c3ccccc3)cc(=O)oc2c1C(CCN1CCOCC1)c1ccc2c(c1)OCO2 (centres undefined) do in these assays?
IMPase Li cell: 19%; KinaseGlo FLuc: 1%[39.9 µM]; Epigenetic derep: 2.2%[40.7 µM]; GLA spleen mod: 5%; CBFb RUNX1 block: -10%

What do the screens show for `O=C(Oc1ccccc1)N1CCC2(CC1)CCN(c1ccncc1)CC2`?
IMPase Li cell: 13%; KinaseGlo FLuc: -1%; GLA spleen mod: 4%

What do the screens show for `CC(C)(C)c1cc(CSC(=S)NC2CCS(=O)(=O)C2)c(Br)c(C(C)(C)C)c1` (centres undefined)?
NPSR antag: inconclusive; IMPase Li cell: 18%; KinaseGlo FLuc: -5%; Epigenetic derep: inconclusive; GLA spleen mod: -10%; CBFb RUNX1 block: 4%

Results for O=C(COc1ccccc1)N1CCN(S(=O)(=O)c2cccs2)CC1 ?
NPSR antag: -2%[46.1 µM]; IMPase Li cell: 18%[38.3 µM]; KinaseGlo FLuc: 0%; Epigenetic derep: -1.9%; GLA spleen mod: -4%; CBFb RUNX1 block: 3%; LMNA splice mod: -6%

Results for Cc1ccc(NC(=O)CSc2nnc(-c3ccccn3)n2C)cc1 ?
NPSR antag: -10%[46.1 µM]; IMPase Li cell: 17%[38.3 µM]; KinaseGlo FLuc: -2%; Epigenetic derep: 0.0%; GLA spleen mod: 4%; CBFb RUNX1 block: -3%; LMNA splice mod: 8%

What do the screens show for `COc1ccc(CNS(=O)(=O)NCc2ccc(OC)c(OC)c2)cc1OC`?
NPSR antag: 14%; IMPase Li cell: 0%; KinaseGlo FLuc: 3%; Epigenetic derep: -0.6%; GLA spleen mod: 8%; CBFb RUNX1 block: 14%; LMNA splice mod: 21%[46 µM]

Results for Cc1csc(=O)n1CC(=O)OCc1cccc2ccccc12 ?
NPSR antag: 17%[46.1 µM]; IMPase Li cell: 14%; KinaseGlo FLuc: 1%; Epigenetic derep: -0.8%; GLA spleen mod: -1%; CBFb RUNX1 block: -6%; LMNA splice mod: 7%

How did O=c1cc(N2CCC(Cc3ccccc3)CC2)[nH]c(=O)n1C1CCCCC1 do in these assays?
NPSR antag: 0%[46.1 µM]; IMPase Li cell: -5%[38.3 µM]; KinaseGlo FLuc: 2%; Epigenetic derep: -1.1%; GLA spleen mod: -3%; CBFb RUNX1 block: 6%; LMNA splice mod: 5%

How did O=C(NCc1nc2ncc(Br)cc2[nH]1)c1ccccc1 do in these assays?
NPSR antag: -14%[46.1 µM]; IMPase Li cell: 6%[38.3 µM]; KinaseGlo FLuc: -1%; Epigenetic derep: 2.5%; GLA spleen mod: 1%; CBFb RUNX1 block: -6%; LMNA splice mod: 9%

What do the screens show for `Cc1ccc(S(=O)(=O)NC(N)=NCCc2ccccc2)cc1C`?
NPSR antag: 17%; IMPase Li cell: -8%; KinaseGlo FLuc: 6%; Epigenetic derep: 3.1%; GLA spleen mod: 11%; CBFb RUNX1 block: 1%; LMNA splice mod: inconclusive

How did CCN(CC)S(=O)(=O)c1ccc(NC(=O)COC(=O)CCc2cc(OC)c(OC)c(OC)c2)cc1 do in these assays?
NPSR antag: 22%; IMPase Li cell: 3%; KinaseGlo FLuc: 0%; Epigenetic derep: 0.0%; GLA spleen mod: -2%; CBFb RUNX1 block: -1%; LMNA splice mod: -8%

Results for CN1CCCC2(CCN(C(=O)c3cccc(F)c3)CC2)C1 ?
IMPase Li cell: 4%; KinaseGlo FLuc: -1%; GLA spleen mod: 13%

How did COC(=O)c1ccc(NC(=O)Cn2nc(SC)n(N)c2=S)cc1 do in these assays?
NPSR antag: 6%[46.1 µM]; IMPase Li cell: -21%[38.3 µM]; KinaseGlo FLuc: -5%; Epigenetic derep: 9.0%; GLA spleen mod: 1%; CBFb RUNX1 block: 0%; LMNA splice mod: 5%

What do the screens show for `COc1ccc(N2CCN(C(=O)Cn3c(=O)[nH]c4ccsc4c3=O)CC2)cc1`?
NPSR antag: -16%[46.1 µM]; IMPase Li cell: 18%[38.3 µM]; KinaseGlo FLuc: 0%; Epigenetic derep: -2.3%; GLA spleen mod: -2%; CBFb RUNX1 block: 16%; LMNA splice mod: 15%

Results for O=C1c2ccccc2C(=O)N1Cc1nc2ccccc2c(=O)n1CCCn1ccnc1 ?
NPSR antag: -9%[46.1 µM]; IMPase Li cell: 1%[38.3 µM]; KinaseGlo FLuc: -2%; Epigenetic derep: -3.1%; GLA spleen mod: 2%; CBFb RUNX1 block: -3%; LMNA splice mod: 0%

Results for CCc1nn(C)c2c(=O)c(=O)c2n(C)[nH]1 ?
NPSR antag: 14%; Epigenetic derep: 2.5%; GLA spleen mod: inconclusive; CBFb RUNX1 block: -1%

How did CC1(C)CC(=O)C2=C(C1)NC1=C(C(=O)c3ccccc31)C2c1cccnc1 (centres undefined) do in these assays?
NPSR antag: 55%; IMPase Li cell: 25%; KinaseGlo FLuc: -8%; Epigenetic derep: 0.2%; GLA spleen mod: -5%; CBFb RUNX1 block: -18%; LMNA splice mod: 7%[46 µM]

Results for O=C(CCN1C(=O)C2CCCCC2C1=O)Nc1nc(-c2ccccc2)cs1 (centres undefined) ?
NPSR antag: -21%; Epigenetic derep: -1.8%; GLA spleen mod: 7%; CBFb RUNX1 block: 3%

How did COC(=O)CCCC1=CC2=C(c3ccccc3)C(=O)C(C)(OC(=O)C3CCCC3)C(=O)C2=CO1 (centres undefined) do in these assays?
IMPase Li cell: 1%; KinaseGlo FLuc: -4%; Epigenetic derep: 0.0%; GLA spleen mod: -5%; CBFb RUNX1 block: 3%

Results for CCOC(=O)Cc1csc(NC(=O)C(C)(C)CC)n1 ?
NPSR antag: -18%[46.1 µM]; IMPase Li cell: 12%[38.3 µM]; KinaseGlo FLuc: 14%; Epigenetic derep: 0.8%; GLA spleen mod: -1%; CBFb RUNX1 block: -3%; LMNA splice mod: -5%

What do the screens show for `CCNC(=O)C(=O)NCc1ccncc1`?
NPSR antag: 9%; IMPase Li cell: -10%; KinaseGlo FLuc: -1%; Epigenetic derep: 0.0%; GLA spleen mod: 10%; CBFb RUNX1 block: -5%; LMNA splice mod: 5%[46 µM]

What do the screens show for `CC(=O)Nc1ccccc1C(=O)C(=O)Nc1cccc(C(=O)NCc2ccccc2)c1`?
NPSR antag: 9%; IMPase Li cell: -3%; KinaseGlo FLuc: 3%; Epigenetic derep: -1.0%; GLA spleen mod: 1%; CBFb RUNX1 block: -4%; LMNA splice mod: -6%

How did N=c1sc2ccccc2n1-c1ccccc1 do in these assays?
NPSR antag: 7%[46.1 µM]; IMPase Li cell: 19%[38.3 µM]; KinaseGlo FLuc: -1%; Epigenetic derep: 0.0%; GLA spleen mod: -2%; CBFb RUNX1 block: 2%; LMNA splice mod: 10%

What do the screens show for `CCCCc1nnc(NC(=O)C2CC(=O)N(c3ccc4c(c3)OCCO4)C2)s1` (centres undefined)?
NPSR antag: -12%[46.1 µM]; IMPase Li cell: -5%; KinaseGlo FLuc: -1%; Epigenetic derep: 1.3%; GLA spleen mod: -3%; CBFb RUNX1 block: 7%; LMNA splice mod: 1%

How did COc1cc(C(=O)N2c3ccccc3CC2C)cc(OC)c1OC (centres undefined) do in these assays?
NPSR antag: -8%[46.1 µM]; IMPase Li cell: 14%[38.3 µM]; KinaseGlo FLuc: 3%; Epigenetic derep: -6.3%; GLA spleen mod: -1%; CBFb RUNX1 block: 14%; LMNA splice mod: -16%

Results for O=C1Nc2ccccc2C12OCC1(CO2)COC2(OC1)C(=O)Nc1ccccc12 (centres undefined) ?
NPSR antag: -14%[46.1 µM]; IMPase Li cell: 17%[38.3 µM]; KinaseGlo FLuc: 2%; Epigenetic derep: 1.8%; GLA spleen mod: -3%; CBFb RUNX1 block: -3%; LMNA splice mod: 3%

How did O=C(c1ccc(Cl)cc1Cl)N1CCSCC1 do in these assays?
NPSR antag: -5%; Epigenetic derep: 0.1%; GLA spleen mod: -14%; CBFb RUNX1 block: -4%

Results for Cc1cc(C)n(/N=C/c2cccc(O)c2)c(=O)c1C(N)=O ?
NPSR antag: -10%[46.1 µM]; IMPase Li cell: 19%[38.3 µM]; KinaseGlo FLuc: 2%; Epigenetic derep: -1.0%; GLA spleen mod: -1%; CBFb RUNX1 block: -4%; LMNA splice mod: -5%

What do the screens show for `COC(=O)c1c([N+](=O)[O-])c(OC)c(OC)c(OC)c1[N+](=O)[O-]`?
NPSR antag: -16%; IMPase Li cell: 18%; KinaseGlo FLuc: -4%; Epigenetic derep: 0.0%; GLA spleen mod: 3%; CBFb RUNX1 block: -7%

What do the screens show for `[O-]/[N+](=C/c1ccc(F)cc1)c1ccccc1`?
NPSR antag: 1%[46.1 µM]; IMPase Li cell: -4%[38.3 µM]; KinaseGlo FLuc: -15%; Epigenetic derep: 0.9%; GLA spleen mod: 5%; CBFb RUNX1 block: 1%; LMNA splice mod: 18%

Filtered by structure, the compounds so far with a thiophene ring, fused or not
Results for O=C(COc1ccccc1)N1CCN(S(=O)(=O)c2cccs2)CC1 ?
NPSR antag: -2%[46.1 µM]; IMPase Li cell: 18%[38.3 µM]; KinaseGlo FLuc: 0%; Epigenetic derep: -1.9%; GLA spleen mod: -4%; CBFb RUNX1 block: 3%; LMNA splice mod: -6%

What do the screens show for `COc1ccc(N2CCN(C(=O)Cn3c(=O)[nH]c4ccsc4c3=O)CC2)cc1`?
NPSR antag: -16%[46.1 µM]; IMPase Li cell: 18%[38.3 µM]; KinaseGlo FLuc: 0%; Epigenetic derep: -2.3%; GLA spleen mod: -2%; CBFb RUNX1 block: 16%; LMNA splice mod: 15%

From PubChem
